Screening results (PubChem BioAssay)
Cycloheximide cs: counter-screen for Shiga toxin inhibitors: cycloheximide protein synthesis inhibition; 12% of 300,000 active; cell reporter, cycloheximide protein synthesis inhibition counterscreen; AID 2314; max response, %; in the data active means max response mostly above about 13%, no sharp cut-off; inactive means mostly below about 14%; further: read at 38.3 µM for the half of the compounds with a filed dose; 0% is about no effect
Shiga toxin inh: blocks Shiga toxin action in Vero cells; 9.2% of 290,000 active; Vero cells, Shiga toxin protein synthesis inhibition reporter; inhibition, % at 38.7 µM; AID 2315; in the data active means inhibition mostly above about 28%, no sharp cut-off; inactive means mostly below about 43%; further: 0% is about no effect
HCMV inh: human cytomegalovirus inhibition; AID 1259415; HFF cells, HCMV-luciferase reporter, 72 h; hits give low values; 4.5% of 410,000 active; activity change, negative = inhibition, % at 57.5 µM; in the data active means activity change below about -60%; inconclusive means no clear call, values can overlap the other calls; inactive means above about -39%; further: on the % scale 0 is the no-effect control and ±100 the full control effect
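Luciferase read-out from HCMV-luciferase-infected HFFs (MOI 1 PFU/cell) 72 h post infection at 37C; compounds added after 16 h cell attachment; activity normalized between buffer-only basal and Salinomycin (10uM) inhibitor controls.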
FBPA Giardia inh: blocks Giardia fructose-bisphosphate aldolase activity; purified Giardia FBPA; Potency, µM (series often up to 59.6 µM), inactives show at the top dose activity, negative = inhibition, actives largely listed as inhibitors; 0.71% of 290,000 active; AID 2451; further: potency means the concentration at half of the fitted maximal effect; on the % scale 0 is the no-effect control and ±100 the full control effect; nearly all actives have a fitted effect of over 55% in size
Target sequence (A8B2U2 whole entry, looked up): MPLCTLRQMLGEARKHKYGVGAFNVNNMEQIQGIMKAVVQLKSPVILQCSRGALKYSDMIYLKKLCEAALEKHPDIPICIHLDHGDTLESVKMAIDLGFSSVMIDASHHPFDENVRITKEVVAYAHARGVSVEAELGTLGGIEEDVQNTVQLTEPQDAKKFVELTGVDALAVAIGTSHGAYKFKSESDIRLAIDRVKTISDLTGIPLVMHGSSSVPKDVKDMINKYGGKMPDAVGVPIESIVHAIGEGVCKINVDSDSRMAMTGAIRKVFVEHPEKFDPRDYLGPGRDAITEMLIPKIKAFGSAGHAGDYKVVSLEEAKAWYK
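Giardia FBPA (40 nM reagent) was preincubated 10 min at RT with compound (up to 57.5 uM final), then substrate plus GAPDH/TPI/NAD/arsenate coupling system with diaphorase/resazurin was added; resorufin fluorescence (525/598 nm) was read after 20 min.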
AMA1-RON2 inh: inhibitors of Plasmodium falciparum AMA1-RON2 interaction | AlphaScreen AMA1-biotinylated RON2 peptide binding | Potency, µM (highest dose often 58.2 µM), without a hit: at the top dose activity change, negative = inhibition, actives largely listed as inhibitors | 0.2% of 360,000 active | AID 720542;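 further: potency means the concentration at half of the fitted maximal effect; 0% = vehicle wells and -100% = peptide control; nearly all actives have a fitted effect of over 45% in size; some results filed as inactive show a strong effect at the top dose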
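AMA1 (3D7) with his tag at 25 nM final met compounds first, then biotinylated RON2 peptide at 25 nM; detection used donor plus acceptor beads, 10 µg/mL apiece, read by AlphaScreen after 30 min at room temperature.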
AmpC detergent: inhibitors of E. coli AmpC beta-lactamase with detergent | P00811 | AmpC hydrolysis of nitrocefin, absorbance 480 nm, 0.01% Triton | Potency, µM (highest dose often 114 µM), for inactives: top-dose activity change, negative = inhibition, hits mostly inhibitors | 0.041% of 370,000 active | AID 485294;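 further: potency means the concentration at half of the fitted maximal effect; 0% = no-compound wells and -100% = no-enzyme wells; nearly all actives have a fitted effect of over 25% in size; some results filed as inactive show a strong effect at the top dose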
Target sequence (P00811 whole entry, looked up): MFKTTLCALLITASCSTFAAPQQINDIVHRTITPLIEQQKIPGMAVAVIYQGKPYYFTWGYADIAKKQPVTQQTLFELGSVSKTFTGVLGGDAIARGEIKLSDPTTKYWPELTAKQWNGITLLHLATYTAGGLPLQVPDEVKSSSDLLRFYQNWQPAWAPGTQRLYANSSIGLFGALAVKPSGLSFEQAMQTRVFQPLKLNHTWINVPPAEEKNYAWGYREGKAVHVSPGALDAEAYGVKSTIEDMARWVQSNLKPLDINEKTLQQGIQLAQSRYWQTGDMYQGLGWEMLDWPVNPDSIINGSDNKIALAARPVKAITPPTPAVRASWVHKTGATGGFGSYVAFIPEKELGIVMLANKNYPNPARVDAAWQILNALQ
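AmpC (5.3 nM in the dispensed reagent) in 20 mM phosphate pH 7.0 with 0.01% (detergent screen) or 0.0001% Triton X-100 was preincubated with compounds for 15 min at room temperature. Nitrocefin was then added from an 800 uM solution, and hydrolysis was followed at 480 nm.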
AmpC inh no detg: inhibitors of E. coli AmpC beta-lactamase without detergent. AmpC nitrocefin hydrolysis, absorbance 480 nm, 0.0001% Triton. Potency, µM (highest dose often 57.1 µM), for the others: at the highest dose activity change, negative = inhibition, hits mostly inhibitors. 0.52% of 330,000 active;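 further: potency means the concentration at half of the fitted maximal effect; plate controls were no compound for no effect and no enzyme for full effect; nearly all actives have a fitted effect of over 20% in size; some results filed as inactive show a strong effect at the top dose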
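AmpC (5.3 nM in the dispensed reagent) in 20 mM phosphate pH 7.0 with 0.01% (detergent screen) or 0.0001% Triton X-100 was preincubated with compounds for 15 min at room temperature. Nitrocefin was then added from an 800 uM solution, and hydrolysis was followed at 480 nm.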
Active calls of the source: *; ? = inconclusive; . = no result given; & = joins results of further samples; [ ] = another dose, or the depositor's remark. Unless noted, the call rests on the fitted dose curve; in most records, active means well fitted curve in the direction sought with a large enough effect; inconclusive means small, poorly fitted or top-dose-only effect, or another doubt; inactive means no such curve, though single readings can be large; an effect the other way counts as inactive or inconclusive. This is a random part of the collection; overall some 16% were active at least once.

SMILES | Cycloheximide cs | Shiga toxin inh | HCMV inh | FBPA Giardia inh | AMA1-RON2 inh | AmpC detergent | AmpC inh no detg
CC1(c2ccc(OC(F)F)cc2)NC(=O)N(CC(=O)Nc2ccc(S(N)(=O)=O)cc2)C1=O (stereo unspecified) | 1 | -3 | 7 | 0% | 1% | -12% | -28%
COc1cc(/C=N/NC(=O)C(NC(=O)c2ccccc2)c2n[nH]c(=O)c3ccccc23)ccc1OCC(N)=O (stereo unspecified) | -8 | -2 | 28 | -9% | 40%[activator] | -14% | 105%[activator]
COc1ccc(CNC(C)CCc2ccccc2)cc1 (stereo unspecified) | -1 | -13 | 0 | -7% | 9% | -2% | -17%
c1ccc(-c2ccccc2-c2nc(-c3ccncc3)no2)cc1 | -1 | 7 | -39 | 0% | 3% | -5% | 60%
Cc1cc(C(=O)NCCCC(=O)O)c(C)o1 | -3 | -13 | 21 | 5% | 14% | 2% | -13%
CCN1C(=O)[C@H]2[C@H]3[C@H](O)[C@H](O)C/C(=N\O[C@H](C)c4cn([C@H](CO)Cc5ccccc5)nn4)[C@@H]3CC[C@H]2C1=O | -2 | -13 | . | -8% | . | ? | 39%
N#CCCN(C(=O)COC(=O)c1n[nH]c2ccccc12)c1ccccc1 | . | . | 5 | . | 4%[11.6 µM] | . | 10%
CC1=CC(C)C2(CO)COC(c3ccc(O)cc3)C1C2C (stereo unspecified) | -5 | -12 | 9 | 5% | 52%[activator] | 2% | -9%
Cc1ccc(Cn2c(=N)c(C(=O)NC3CCCCC3)cc3c(=O)n4ccccc4nc32)cc1 | -2 | -3 | -11 | . | -1% | 2% | -18%
CC(=O)N1CCC(CCCC2CCN(C(C)=O)CC2)CC1 | . | . | 47 | . | 8% | 0% | 1%
Cc1ccc(C)c(C(=O)NCCN(C)C)c1 | -1 | 7 | 60 | 6% | -4% | 0% | -22%
CC(=O)Nc1cccc(OCC(=O)NC(C)C(C)C)c1 (stereo unspecified) | -3 | -12 | 18 | 4% | 4% | -10% | -11%
Fc1ccccc1CSc1ncnc2sc3c(c12)CCCC3 | -1 | -3 | -20 | 3% | 9% | -19% | -29%
COc1ccc(N2CC(NC(=O)N3CCN(c4ccccc4)CC3)CC2=O)cc1 (stereo unspecified) | -4 | 9 | -24 | 2% | -20% | 2% | 56%
Cc1cc(C)nc(SCC(=O)OCC(=O)Nc2nc3ccccc3s2)n1 | 22* | 14* | 82 | -1% | 22% | -1% | 5%
Cc1ccc(NC(=O)CCNS(=O)(=O)c2cccc3nonc23)cc1Cl | 1 | -6 | -35&46 | -10% | -8% | 8%&5% | -7%
Cc1cc(O)ccc1N/C=C(\C#N)c1nc2ccccc2o1 | 8 | 23 | 116 | ? | -18% | 8% | -40%
CS(=O)(=O)N(CC(=O)NCC1CCCO1)c1cc(Cl)c(Cl)cc1Cl (stereo unspecified) | 1 | -4 | -31 | 4% | -1% | 7% | 11%
Cc1cc2nnc(SC3CCCCN(C(=O)c4ccc(F)cc4)C3=O)n2c2ccccc12 (stereo unspecified) | -1 | -18 | 1 | -1% | 8% | -3% | 6%
O=C(COC(=O)[C@@H]1CC(O)CN1S(=O)(=O)c1ccc2c(c1)OCCO2)Nc1ccccc1F (stereo partly specified) | 11 | 36 | 62 | 2% | -2% | -6% | 12%
Cc1cc(=O)n2[nH]c(-c3ccccc3Cl)cc2n1 | -3 | 49 | 52 | 0% | -1% | -11% | -17%
CCOC(=O)/C=C1\CN(Cc2cc(OC)c(OC)c(OC)c2)S(=O)(=O)c2ccc(C(F)(F)F)cc21 | -3 | -2 | ? | -7% | 12% | -13% | 95%[activator]
CCOP(=O)(OCC)C(NC(=O)C(Cl)Cl)C(Cl)(Cl)Cl (stereo unspecified) | -4 | -12 | -1 | -3% | 40%[activator] | -6% | -5%
CC(C)c1nc2sc3c(=O)[nH]cnc3c2c2c1CCC2 | -2 | 32 | 5 | 3% | -12% | -6% | -24%
CNC(=O)c1c(I)c(C(=O)NCC(=O)Nc2c(I)c(C(=O)O)c(I)c(C(=O)NCCO)c2I)c(I)c(N(C)C(C)=O)c1I | . | . | . | 2%[21.7 µM] | -8% | ? | -4%
O=C(Nc1cccc(O)c1)c1ccc(NC(=O)c2cccs2)cc1 | 74* | 130* | 21 | . | 0% | 11% | -37%
O=C(CSCc1ccc([N+](=O)[O-])cc1)NC1CC1 | -4 | 10 | ? | 6% | -4% | -12% | -25%
O=C(Cn1c(=O)oc2ccccc21)NC(=O)NCc1ccco1 | -3 | -4 | -14 | -2% | 10% | -10% | -20%
CCCOc1ncnc2c1[nH]c1ccc(C)cc12 | 45* | 108* | . | -13% | -4% | -4% | -4%
O=C1C=C(c2ccc(-c3ccccc3)cc2)C[C@@H](c2ccc(F)cc2)C1 | . | . | -10 | . | -1% | 2% | -12%
Nn1c(SCc2cccc(Br)c2)nnc1-c1cccnc1 | -2 | 17 | -14 | -5% | 1% | ? | -7%
CCOC1=NN(c2ncc(C(F)(F)F)cc2Cl)C(=O)/C1=C/N(C)C | -4 | -21 | -10 | 5% | -1% | 2% | -4%
CCOc1ccc(-c2nnc(N)s2)cc1 | 25* | 142* | 61 | -1% | 17% | 0% | -8%
Cc1ccc(N=C2NC(=O)c3cccc([N+](=O)[O-])c32)cc1 | 37* | 99* | 2 | -25% | -2% | -10% | -23%
C[C@H](CO)N1C[C@H](C)[C@@H](CN(C)S(C)(=O)=O)Oc2c(NC(=O)Nc3ccccc3)cccc2C1=O | . | . | 27 | . | 25% | . | 49%
CCOC(=O)C1=C(CS(=O)(=O)c2ccc(Cl)cc2)NC(=O)NC1c1ccc(O)c(OC)c1 (stereo unspecified) | 0 | 0 | -19 | -1% | -2% | -11% | -48%
Cn1cc(-c2cccc(Cl)c2)cc(C#N)c1=O | -3 | -6 | -40 | 3% | -4% | ? | -7%
Nc1cc(-c2ccccc2)nn1Cc1ccc(Cl)cc1 | 10 | 49 | ? | -1% | -5% | -14% | -34%
O=S(=O)(c1ccc(N2CCCCCC2)nc1)N1CCCC1 | 10 | 20 | -39 | 1% | 3% | -7% | -17%
O=C(CSCc1ccccc1)Nc1cccc(C(=O)Nc2ccccc2C(=O)O)c1 | -4 | -5 | -9 | 18% | -3% | -6% | -47%

One compound at a time (already shown). Values in the order: Cycloheximide cs, Shiga toxin inh, HCMV inh, FBPA Giardia inh, AMA1-RON2 inh, AmpC detergent, AmpC inh no detg
O=C(CSCc1ccccc1)Nc1cccc(C(=O)Nc2ccccc2C(=O)O)c1 is listed as -4, -5, -9, 18%, -3%, -6%, -47%
CCOC(=O)C1=C(CS(=O)(=O)c2ccc(Cl)cc2)NC(=O)NC1c1ccc(O)c(OC)c1 (stereo unspecified) is listed as 0, 0, -19, -1%, -2%, -11%, -48%
Nc1cc(-c2ccccc2)nn1Cc1ccc(Cl)cc1 is listed as 10, 49, ?, -1%, -5%, -14%, -34%

More structures follow:
SMILES | Cycloheximide cs | Shiga toxin inh | HCMV inh | FBPA Giardia inh | AMA1-RON2 inh | AmpC detergent | AmpC inh no detg
COc1ccc(C(=O)N2CC3(CC(c4cccc(NC(=O)CC(c5ccccc5)c5ccccc5)c4)=NO3)C[C@H]2C(N)=O)cc1 (stereo partly specified) | -3 | -9 | 21 | -10% | -1% | -4% | 179%[activator]
COc1ccccc1C(=O)N1CCN(CCc2ccccc2)CC1 | -1 | -29 | 9 | -1% | 1% | -10% | 7%
CC[C@@H]1C=C(C(=O)O)[C@H](c2ccc(C#N)cc2)N1S(=O)(=O)c1ccc(C)cc1 | . | . | 31 | . | 6% | . | -28%
COC(=O)C(CC(C)C)NC(=O)CSc1nc(-c2ccccc2)c(C#N)c(=O)[nH]1 (stereo unspecified) | 1 | -7 | 7 | ? | -2% | -2% | -15%
CCOc1ccccc1C(=O)NC1CC2CCCC(C1)N2Cc1nnnn1Cc1ccco1 (stereo unspecified) | -2 | 48 | ? | -4% | -6% | -12% | 46%
CCC(=O)NC(c1cccs1)c1cc(Cl)c2ccccc2c1O (stereo unspecified) | . | . | 3 | . | . | 8% | -27%
COc1ccc(/C=N/Nc2cc(C)nc3ccccc23)cc1 | 11 | 1 | -104* | 2% | 6% | -6% | -1%
CC(=O)NC(CC(=O)N(C)Cc1c(F)cccc1Cl)c1ccccc1 (stereo unspecified) | -3 | 9 | 2 | 11% | 7% | 0% | -3%
Cc1ccsc1C(=O)OC1CCOC1=O (stereo unspecified) | -2 | -25 | 10 | 0% | 30% | -1% | -16%
Cc1cccn2c(=O)c3cc(C(=O)NCc4ccco4)c(=N)n(C4CCCC4)c3nc12 | -3 | -5 | -18 | . | 6% | 3% | -19%
CC1CCN(S(=O)(=O)c2ccc(C(=O)OC(C)C(=O)NC3CCCCC3C)cc2)CC1 (stereo unspecified) | -3 | -4 | 20 | . | 11% | 3% | -1%
O=C1CC(C(F)(F)F)=NN1 | 3 | -4 | 2 | 6% | 5% | 7% | -13%
CC(C)C(OC(=O)C1CCCO1)C(=O)NC1CCCC1 (stereo unspecified) | -2 | -18 | -1 | 0% | 1% | -22% | 2%
O=C(NCCCn1ccnc1)C(=O)NCc1ccccc1 | -2 | 2 | -6 | -5% | -2% | -4% | -16%
Cc1ccc(N(C(=O)c2snc(C(N)=O)c2N)C(C(=O)NCCC(C)C)c2ccco2)cc1 (stereo unspecified) | -1 | -14 | -63* | -8% | -7% | -1% | -6%
O=S(=O)(c1cccc(-c2csc(-c3ccccc3)n2)c1)N1CCOCC1 | 31 | 40 | 23 | 0% | -12% | -13% | 3%
COC(=O)C(C)SC1=N/C(=C/c2ccc(-n3cncn3)cc2)C(=O)N1 (stereo unspecified) | -6 | -3 | -13 | -12% | 0% | 0% | -8%
CC(=O)Nc1ccc(S(=O)(=O)Nc2ccc(N3CCOCC3)c(F)c2)cc1 | -1 | -12 | 14 | 4% | 9% | ? | -12%
O=C(c1cncc(Br)c1)N1CCN(c2ccc([N+](=O)[O-])cc2)CC1 | -2 | -9 | 26 | 7% | -10%[11.6 µM] | 1% | -22%
CCc1[nH]nc2c1C(C1C=CCCC1)C(C#N)=C(N)O2 (stereo unspecified) | -5 | -15 | -18 | -1% | -5% | -1% | -35%
CCc1cc2c(NC(Cc3c[nH]c4ccccc34)C(=O)O)nc(C)nc2s1 (stereo unspecified) | 4 | -1 | 111 | 14% | 18% | ? | -18%
CC(N)[C@H](O)c1ccc(O)c(O)c1 (stereo partly specified) | -6 | -14 | . | ? | . | . | .
COc1ccc2c(c1OC)c(=O)n1c3ccc(OC(C)C(=O)NCCN4CCOCC4)cc3c3ccnc2c31 (stereo unspecified) | -3 | -5 | -3 | -5% | 2% | -19% | 211%[activator]
Cc1ccc(S(=O)(=O)N2CCCC(c3nnc4n3-c3ccccc3SC4)C2)cc1 (stereo unspecified) | -2 | -6 | -26 | 3% | -3% | ? | 182%[activator]
